High-throughput results: PubChem, Broad Institute
ERp5 block = inhibitors of human ERp5; ERp5 insulin aggregation, absorbance 650 nm, 90 min; 0.05% of 350,000 active; inhibition, % at 9.99 µM; Q15084;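 active = mean replicate inhibition above about 25%, with every replicate also reaching it, limit read from the data, passing the limit was not always enough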
Target sequence (Q15084 whole entry, looked up): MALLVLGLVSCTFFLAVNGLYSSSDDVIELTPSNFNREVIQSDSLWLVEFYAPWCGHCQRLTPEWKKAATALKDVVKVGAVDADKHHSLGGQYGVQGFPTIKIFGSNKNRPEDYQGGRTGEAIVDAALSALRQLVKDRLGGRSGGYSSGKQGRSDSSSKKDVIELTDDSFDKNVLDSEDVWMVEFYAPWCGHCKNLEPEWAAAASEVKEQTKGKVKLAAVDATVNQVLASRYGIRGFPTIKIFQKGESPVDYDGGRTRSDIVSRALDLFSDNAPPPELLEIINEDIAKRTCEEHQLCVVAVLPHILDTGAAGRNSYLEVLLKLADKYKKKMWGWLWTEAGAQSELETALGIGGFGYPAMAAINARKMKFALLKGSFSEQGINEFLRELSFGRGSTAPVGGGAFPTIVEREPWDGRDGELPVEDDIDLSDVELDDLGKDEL
E-selectin induc = induces E-selectin expression in human endothelial cells; P16581; HUVEC E-selectin immunofluorescence imaging; normalized: neutral wells 0, TNF-alpha wells 100; activation, % at 7.58 µM; 0.37% of 260,000 active; AID 686992;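 active = mean E-selectin-positive cell signal at least 10% of the positive control, reached in at least 60% of replicates, without over 20% cell loss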;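 note: in these data hits start at about 27%; measured in HUVEC primary endothelial cells; signal is the percent of cells scored E-selectin positive by PE staining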
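material = human umbilical vein endothelial cells (HUVEC), E-selectin induction | quantity = 3,000 cells/well | medium = EGM-2 growth medium on 0.1% gelatin-coated wells | technique = immunofluorescence imaging | read-out basis = % PE-positive cells | control set = TNF-alpha positive control, DMSO neutral control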
esBAF inh = SWI/SNF esBAF complex inhibition; mouse ES cells, Bmi1-luciferase knock-in reporter, 24 h; 100% = twice the neutral-well signal; reporter increase, % at 12.5 µM; 2% of 350,000 active; AID 602393; in the data active = activation above about 40%;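 note: 0% = median of the plate's neutral control wells and 100% = double that signal; a rise in the Bmi1 reporter signal indicates esBAF inhibition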
ERAP1 inh = blocks human ERAP1 aminopeptidase activity | Q9NZ08 | recombinant ERAP1, Leu-AMC fluorescence, 60 min | inhibition, % at 10.7 µM | 0.15% of 340,000 active | AID 652197;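 active = mean replicate inhibition of at least 30%, or all replicates individually reaching that 30% level; inactive = mean below 30% and not every replicate reaching it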;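 note: 0% = neutral control wells and 100% = L-leucinethiol positive control wells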
S100A4 inh HTS = inhibitors of human S100A4 binding to myosin IIA peptide; P26447; S100A4/TAMRA-MyoIIA peptide fluorescence polarization; inhibition, % at 10.7 µM; 0.14% of 360,000 active;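 active = mean inhibition of at least 70% across replicates, with every replicate also reaching that level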
Target sequence (P26447 whole entry, looked up): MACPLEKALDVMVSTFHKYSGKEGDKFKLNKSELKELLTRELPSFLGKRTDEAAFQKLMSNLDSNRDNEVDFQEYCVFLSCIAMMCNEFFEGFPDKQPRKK
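Assay system: human S100A4 monomer with TAMRA-labelled myosin IIA peptide / Buffer or medium: Calcium-containing HEPES buffer, pH 7.2 / Reagent: TAMRA-labelled myosin IIA heavy-chain peptide probe, 5 nM / Compound: one dose per compound / Timing: polarization read 5 min after assay mix addition, stable 5–60 min / Benchmarks: neutral control DMSO, positive control TFP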
RAD54 inh = inhibitors of human RAD54 branch migration; 0.14% of 360,000 active; RAD54 Holliday junction branch migration, FAM/BHQ fluorescence; inhibition, % at 10.4 µM;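 active = mean normalized replicate activity at least 40 and at least half of replicates scoring 40 or more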;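 note: 0% = median of neutral control wells and 100% = median of positive control wells; inhibitors cause a drop in the FAM fluorescence signal; in these data hits start at about 50%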
RAD52 anneal inh = inhibitors of human RAD52 DNA annealing | P43351 | recombinant RAD52 DNA annealing, FRET fluorescence | inhibition, % at 18.7 µM | 0.46% of 360,000 active;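 active = every replicate showing at least 50% inhibition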
Target sequence (P43351 whole entry, looked up): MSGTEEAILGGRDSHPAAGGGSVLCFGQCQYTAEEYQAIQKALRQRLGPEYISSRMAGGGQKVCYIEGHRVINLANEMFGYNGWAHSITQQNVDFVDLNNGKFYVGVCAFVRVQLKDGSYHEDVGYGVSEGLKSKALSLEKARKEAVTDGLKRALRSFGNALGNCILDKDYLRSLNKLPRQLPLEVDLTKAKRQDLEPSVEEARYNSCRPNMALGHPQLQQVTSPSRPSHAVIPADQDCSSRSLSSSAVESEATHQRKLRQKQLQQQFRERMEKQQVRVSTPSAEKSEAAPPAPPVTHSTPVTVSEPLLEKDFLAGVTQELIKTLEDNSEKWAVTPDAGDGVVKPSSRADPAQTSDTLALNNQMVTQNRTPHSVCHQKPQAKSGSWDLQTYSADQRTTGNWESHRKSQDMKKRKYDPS
XiGFP reactiv = X-chromosome reactivation activator; AID 743238; 0.055% of 360,000 active; XiGFP mouse fibroblasts, % GFP-positive cells imaging, 3 d; cells co-treated with 5-aza-dC sensitizer; scaled so ellipticine positive control = 100%; activation, % at 7.58 µM;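 active = mean normalized replicate activation at least 10% and every replicate at or above 10%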;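 note: 0% = median of on-plate neutral control wells and 100% = ellipticine 6 µM median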
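Material: XiGFP fibroblasts, SV40-immortalized; Buffer or medium: DMEM containing 5-aza-dC; Compound dosing: single point; Times: 3 days compound exposure.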
* = called active by the depositor; . = no result given; & = joins results of further samples.

cpd	Molecule	ERp5 block	E-selectin induc	esBAF inh	ERAP1 inh	S100A4 inh HTS	RAD54 inh	RAD52 anneal inh	XiGFP reactiv
1	Cc1ccc2nc(N/C(=N/S(=O)(=O)c3ccc(F)cc3)c3ccccc3)sc2c1	-4	0.0	.	3	-4	-27	7	0.1
2	CC1(C(=O)NCCCN2CCOCC2)Oc2cccnc2NC1=O (stereo unspecified)	2	.	2	0	-2	0	-1	0.0
3	CC1CCc2[nH]c3ccc(C(=O)N(C)CC(=O)Nc4cccc(F)c4)cc3c2C1 (stereo unspecified)	1	.	-3	-3	1	6	-14	0.2
4	COc1cc(OC)c(OC)cc1CN1CCN(Cc2ccco2)CC1	1	0.0	-5	1	-2	2	-17	0.4
5	Cc1cccc(C(=O)NNC2=CC(=O)CC(C)(C)C2)c1O	2	0.1	.	0	-6	.	-21	0.1
6	COc1ccccc1O	0	0.0	-5	1	-4	2	0	0.9
7	COc1cccc(NC(=O)[C@H](CC(C)C)NC(=O)[C@@H]2Cc3ccccc3CN2)c1	-2	.	-7	1	-3	4	-16	0.0
8	COC(=O)C[C@H]1CC[C@H]2[C@@H](COc3ccc(NC(=O)c4cccc(OC)c4)cc3C(=O)N2C)O1	4	0.1	3	4	35	6	1	0.1
9	Fc1ccccc1/C=N/Nc1cc(N2CCCCC2)ncn1	3	1.1	-3	13	0	-11	-15	0.0
10	CCCCC1SC(N)=NC1=O (stereo unspecified)	-12	0.0	-2	9	2	7	2	0.0
11	O=C(N/N=C/c1ccc(O)c(O)c1)NC12CC3CC(CC(C3)C1)C2	1	-0.4	14	28	10	.	-8	0.0
12	CCC1(c2ccccc2)NC(=O)N(CC(=O)Nc2ccc(N3CCCC3)cc2C)C1=O (stereo unspecified)	0	.	-3	3	13	.	-4	-0.1
13	O=C(NC(=O)N1CCN(c2ccccc2F)CC1)c1ccccc1	-4	.	7	-1	-2	-7	-4	.
14	COc1ccc(NC(=O)c2cccc3ccccc23)cc1OC	3	0.1	2	5	11	8	-8	0.3
15	Cc1ccc(C)c(NCCCCC(=O)O)c1	4	-0.1	5	-3	0	3	-9	-0.1
16	O=S(=O)(c1ccc(NC(=S)NN=Cc2ccccc2O)cc1)N1CCCCC1	12	-1.6	.	0	-3	.	-3	1.2
17	CC(C)c1ncc(C(O)c2ccccc2)n1C (stereo unspecified)	0	-0.1	4	0	1	.	6	0.0
18	O=C(Cn1cccc1)N1CCN(c2ccc(F)cc2)CC1	5	-0.9	-3	-4	-4	2	-7	-0.1
19	Cc1c(C(c2ccc(F)cc2)c2c(C)n(C)n(-c3ccccc3)c2=O)c(=O)n(-c2ccccc2)n1C	2	0.2	-5	3	-3	2	-4	0.3
20	CCOC(=O)N(C)C[C@H]1OCc2ccccc2-c2ccccc2C(=O)N([C@@H](C)CO)C[C@H]1C	3	0.4	-2	2	3	-5	-6	-0.2

Arranged by SMILES length (rising): part of the list above
cpd	Molecule	ERp5 block	E-selectin induc	esBAF inh	ERAP1 inh	S100A4 inh HTS	RAD54 inh	RAD52 anneal inh	XiGFP reactiv
17	CC(C)c1ncc(C(O)c2ccccc2)n1C (stereo unspecified)	0	-0.1	4	0	1	.	6	0.0
5	Cc1cccc(C(=O)NNC2=CC(=O)CC(C)(C)C2)c1O	2	0.1	.	0	-6	.	-21	0.1
3	CC1CCc2[nH]c3ccc(C(=O)N(C)CC(=O)Nc4cccc(F)c4)cc3c2C1 (stereo unspecified)	1	.	-3	-3	1	6	-14	0.2
20	CCOC(=O)N(C)C[C@H]1OCc2ccccc2-c2ccccc2C(=O)N([C@@H](C)CO)C[C@H]1C	3	0.4	-2	2	3	-5	-6	-0.2

(listing goes on)
cpd	Molecule	ERp5 block	E-selectin induc	esBAF inh	ERAP1 inh	S100A4 inh HTS	RAD54 inh	RAD52 anneal inh	XiGFP reactiv
21	c1ccc(-c2nc(-c3ccccn3)nc(-c3ccccn3)n2)nc1	0	0.0	-6	.	-21	0	-17	0.2
22	COc1ccccc1S(=O)(=O)N[C@@H]1CC[C@@H](CCNC(=O)C2CCCCC2)O[C@H]1CO	-2	-0.3	-2	1	-5	-6	-3	-0.2
23	CC(=O)Nc1cc(-c2cccc(C(=O)NCCN(C)C)c2)cn2c(-c3cccc(C(F)(F)F)c3)cnc12	-2	0.7	-85	8	-11	43	86*	0.6
24	CCn1c(CNc2ccc(C(=O)O)cc2)nc2ccccc21	5	.	6	3	-9	1	-12	.
25	CC1(C(=O)Nc2nc3ccc(S(C)(=O)=O)cc3s2)CC1(Cl)Cl (stereo unspecified)	9	0.0	.	.	-1	.	-22	0.1
26	COc1cccc(NC(=O)N(C)C[C@H]2Oc3ncc(/C=C/c4ccccc4)cc3C(=O)N([C@@H](C)CO)C[C@H]2C)c1	5	0.1	24	1	14	-4	-6	-0.7
27	CC(=O)Nc1ccccc1C(=O)N1CCN(Cc2ccc3c(c2)OCO3)CC1	1	.	-7	1	-1	15	-7	0.0
28	CC1(Oc2ccc(CC#N)cc2)CCN(Cc2ccccc2OC(F)F)C1 (stereo unspecified)	-1	0.0	-9	4	-3	-6	-17	0.0
29	COc1ccc(CCNC(=O)CNS(=O)(=O)c2ccc(N(C)C)c([N+](=O)[O-])c2)cc1OC	0	0.1	-6	-5	-5	-1	-5	0.1
30	COc1ccc(S(=O)(=O)N[C@H]2CC[C@@H](CC(=O)NCCc3ccncc3)O[C@@H]2CO)cc1	-5	-1.6	-6	1	-5	-1	2	-0.3
31	CCc1noc(C)c1C(=O)Nc1cc(S(=O)(=O)N(CC)CC)ccc1N1CCOCC1	-2	.	.	-3	-5	.	-31	0.0
32	CN1CCN(S(=O)(=O)c2ccc(NC(=O)c3csc4ccccc34)cc2)CC1	-3	.	7	2	-5	-5	-5	.
33	CN(C)c1ccc2c(c1)[C@H]1C[C@H](CC(=O)O)O[C@H](CO)[C@H]1O2	5	-0.6	-5	1	49	2	-23	-0.1
34	CCNC(=O)[C@H]1[C@H](CO)[C@H]2Cn3c(ccc(-c4ccc(F)cc4)c3=O)[C@H]2N1C(=O)Cc1cccnc1	-1	-0.3	-5	-2	-15	-4	1	0.8
35	CC(C)OC(=O)c1c2c(n3ccccc13)C(=O)c1ccccc1C2=O	5	.	.	-2	13	.	-399	0.3
36	C[C@@H]1CN([C@H](C)CO)C(=O)c2cccc(NC(=O)C3CCCCC3)c2O[C@@H]1CN(C)C(=O)Nc1cccc2ccccc12	-2	0.3	6	1	-5	-4	16	0.2
37	O=C(CN1C(=O)NC2(CCCCC2)C1=O)Nc1nc2c(F)cc(F)cc2s1	0	2.8	3	1	-5	-5	-22	3.5
38	O=[N+]([O-])c1ccc(NN=Cc2ccco2)nc1	-1	-1.8	91*	3	0	-2	-118	0.5
39	COCCN(CC(=O)Nc1cccc(C)c1C)C(=O)c1oc2c(Cl)cccc2c1C	-8	-0.5	8	2	-7	-3	-36	0.1
40	CCNC(=O)C1(C)CCCN1C(=O)c1ccc(F)c(Cl)c1 (stereo unspecified)	0	.	-1	1	2	8	-2	0.1
41	CCOc1ccccc1N(CC(=O)N/N=C(\C)c1cccc(Br)c1)S(C)(=O)=O	-2	.	.	-1	-2	.	-2	0.0
42	Cc1ccsc1-c1cc(C(=O)O)c2c(ccc3ccccc32)n1	3	.	24	-13	-10	1	-33	0.1
43	Cc1cccc(S(=O)(=O)N[C@@H]2CC[C@H](CCNC(=O)Nc3cc(F)ccc3F)O[C@H]2CO)c1	5	-0.4	9	-5	-9	3	-2	0.2
44	CN(CCc1ccccn1)C(=O)CCC1CCCN(C(=O)c2ccsc2)C1 (stereo unspecified)	3	.	.	1	0	.	-23	0.0
45	C=C(C)C(=O)Nc1cccc(C2=NOC3(C2)C[C@H](C(N)=O)N(C(=O)/C=C/C)C3)c1 (stereo partly specified)	0	0.1	-2	0	-5	8	2	0.1
46	CCCOc1cccn2c(N(C=O)Cc3ccc(OC)cc3)c(CC)nc12	1	5.3	-17	9	-1	-8	-3	0.1
47	CCOc1cc(NC(=S)NCCCN2CCOCC2)c(OCC)cc1NC(=O)c1ccco1	8	.	-4	3	-23	6	-3	0.1
48	COc1ccccc1C(=O)NCCNc1ccc([N+](=O)[O-])cc1Cl	4	.	0	0	-5	-6	5	0.2
49	O=C(C[C@H]1C[C@@H]2c3cc(NC(=O)NC4CCCC4)ccc3O[C@@H]2[C@H](CO)O1)NCc1cc(F)ccc1F	.	-0.2	2	.	.	-7	.	-0.1
50	C[C@@H]1CN([C@@H](C)CO)C(=O)Cc2cc(NC(=O)Cc3cn(C)c4ccccc34)ccc2O[C@H]1CN(C)Cc1ccc(-c2ccccc2)cc1	-3	3.2	2	-2	11	.	-7	-0.1
51	COc1ccccc1-c1cnc2c(c1)C(=O)N([C@H](C)CO)C[C@H](C)[C@@H](CN(C)Cc1ccc(C(=O)O)cc1)O2	0	0.0	-9	-3	0	3	17	-0.6
52	O=C(NN=Cc1cccc2ccccc12)C1CC1	4	0.2	30	1	1	2	-15	0.0
53	Nc1nnc(Sc2ccc(Cl)cc2[N+](=O)[O-])s1	12	.	.	-1	0	.	-3	0.0
54	O=C(Nc1ccccc1)N[C@H]1CC[C@@H](CCNS(=O)(=O)c2ccccc2F)O[C@H]1CO	-1	-1.8	0	-5	11	-2	-8	0.0
55	C=CCn1c(SCCCC)nc(O)cc1=O	-1&-2	0.0	12	-6	1&-6	1&-2	-19&-61	-0.1&0.1
56	CCOC(=O)N1CCN(c2c(N3CCN(c4ccccc4F)CC3)c(=O)c2=O)CC1	1	1.0	-9	-2	-2	-4	-3	1.1
57	CN(CC(=O)Nc1cccc(F)c1)C(=O)c1ccc(N2CCCCCC2)c([N+](=O)[O-])c1	6	0.3	.	3	-6	.	18	0.1
58	O=C(Nc1cccn(Cc2c(Cl)cccc2Cl)c1=O)c1ccccc1Cl	2	.	11	2	-1	3	3	.
59	Cc1ccccc1Cn1nc(C)c(NC(=O)c2ccccc2)c1C	5	2.5	1	0	2	-7	-8	0.0
60	Cc1ccc2oc(=O)cc(CN3CCCCC3)c2c1	-3	.	0	-1	-2	-7	-3	0.0

With a hit mark in esBAF inh, of those listed so far:
no. | structure | ERp5 block | esBAF inh | ERAP1 inh | S100A4 inh HTS | RAD52 anneal inh
38 | O=[N+]([O-])c1ccc(NN=Cc2ccco2)nc1 | -1 | 91* | 3 | 0 | -118

(more compounds)
cpd	Molecule	ERp5 block	E-selectin induc	esBAF inh	ERAP1 inh	S100A4 inh HTS	RAD54 inh	RAD52 anneal inh	XiGFP reactiv
61	COC(=O)C[C@@H]1CC[C@H](NS(=O)(=O)c2ccccc2F)[C@H](CO)O1	3	-0.4	5	0	0	6	-3	-0.4
62	COc1cc(-n2c(C)cc(O)cc2=O)ccc1Cl	-4	0.1	.	-2	5	.	-25	0.3
63	CN(C(=O)COC(=O)c1ccc(Cl)s1)C1(C#N)CCCCC1	-5	0.0	0	-2	-4	5	-4	0.0
64	N#C[C@H]1[C@H](c2ccc(-c3cccc(F)c3)cc2)[C@@H](CO)N1c1nc(-c2ccccc2)cs1	5	0.4	.	-8	-18	.	-23	-0.1
65	CC(C)NC(=O)NC(=O)COC(=O)c1ccccc1O	-2	0.0	-3	1	0	6	4	-0.1
66	COc1cc(O)c(C(CC(=O)N2CCCCC2)c2ccc(N(C)C)cc2)c(OC)c1 (stereo unspecified)	.	0.0	-3	.	.	1	.	0.3
67	Cc1nn(-c2ccc(F)cc2)c(C)c1NS(=O)(=O)c1ccc(Cl)cc1	-8	.	3	1	1	3	-8	.
68	COc1ccc(CCNC(=O)CCNS(=O)(=O)c2cc(Br)cnc2N)cc1OC	1	2.0	3	-2	0	2	-11	0.0
69	Cc1nc(N)[nH]c(=O)c1CC(=O)OCCCl	-1	4.5	.	5	8	7	2	0.0
